Luc counter: Counterscreen for Luciferase (Kinase-Glo TM) Inhibition; Potency, µM (highest dose often 38.3 µM), without a hit: top-dose activity change, negative = inhibition, most hits filed as inhibitors; 0.28% of 200,000 active; Luciferin 4-monooxygenase (Photuris pensylvanica), Q27757; AID 1379, 2008; Kinase-Glo luciferase, ATP luminescence, 8 min; also: potency is read from the fitted curve at half-maximal effect; % is scaled to controls: 0 for no effect and ±100 for the full control effect; nearly all actives have a fitted effect of over 60% in size
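Luminescence was the read-out, taken after 8-minute incubation at ambient temperature. Luciferase turned over luciferin with 10 uM ATP in imidazole pH 7.2 buffer containing KCl, MgCl2, Tween 20 and BSA.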
IMPase Li inh: qHTS Assay for Identifying the Cell-Membrane Permeable IMPase Inhibitors: Potentiation with Lithium | CHO-M1 cells, IP1 TR-FRET (IP-One), carbachol + lithium | Potency, µM (highest dose often 59.4 µM), without a hit: at the top dose activity, negative = IMPase inhibition, usual class: inhibitors | 0.35% of 210,000 active | AID 1457, 2008;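 also: IP1 builds up when IMPase is blocked and the TR-FRET signal falls; potency is read from the fitted curve at half-maximal effect; plate controls were basal vehicle for no effect and high inhibitor control for full effect; nearly all actives have a fitted effect of over 50% in size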
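CHO cells stably expressing M1 receptor (2000/well, cultured 16–30 h) treated 30 min at 37C with compound plus low lithium. Cytosolic IP1 by TR-FRET (665/620 ratio and 620 channel) after 10 min lysis; AC50 by Hill fit.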
NPSR antagonist: qHTS Assay for Antagonists of the Neuropeptide S Receptor: cAMP Signal Transduction; 1% of 220,000 active; Potency, µM (top dose mostly 38.3 µM), inactives show at the top dose activity change, negative = inhibition, hits mostly inhibitors; CHO-NPSR cells, cAMP TR-FRET, antagonist mode; AID 1461, 2008; also: potency is read from the fitted curve at half-maximal effect; % is scaled to controls: 0 for no effect and ±100 for the full control effect; nearly all actives have a fitted effect of over 50% in size; many of its hits are not listed in these tables
Target sequence (Q6W5P4 whole entry, looked up): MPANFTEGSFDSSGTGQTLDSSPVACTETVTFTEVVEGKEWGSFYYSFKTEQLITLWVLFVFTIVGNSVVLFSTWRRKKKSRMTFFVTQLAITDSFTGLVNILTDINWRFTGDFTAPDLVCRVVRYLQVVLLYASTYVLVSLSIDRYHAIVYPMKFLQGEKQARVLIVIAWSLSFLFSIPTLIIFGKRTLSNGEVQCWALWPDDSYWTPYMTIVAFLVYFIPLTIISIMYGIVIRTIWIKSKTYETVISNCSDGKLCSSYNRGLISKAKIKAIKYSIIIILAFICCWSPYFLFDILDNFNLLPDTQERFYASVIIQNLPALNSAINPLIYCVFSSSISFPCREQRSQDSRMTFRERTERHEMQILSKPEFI
Epigenetic reg: Quantitative High-Throughput Screen for Regulators of Epigenetic Control; 0.2% of 280,000 active; murine LDR cells, GFP reporter derepression, 30 h; Potency, µM (doses to about 53.9 µM), for inactives: at the top dose GFP activation, most hits filed as activators; AID 1865, 2009; also: potency is read from the fitted curve at half-maximal effect; % of control where 0% means no effect; nearly all actives have a fitted effect of over 60% in size
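Murine LDR cells bearing a silenced CMV-driven GFP reporter were exposed to compound for 30 h at 37 C. After PBS washes, GFP-positive cells (20-120 um objects) counted by laser-scanning microplate cytometry.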
HTT aggregate: qHTS Multiplex Assay to Identify Dual Action Probes in a Cell Model of Huntington: Aggregate Formation (GFP) | 1.1% of 220,000 active | PC12 HttQ103-GFP aggregates, Acumen cytometry, 40 h | Potency, µM (highest dose often 46.1 µM), inactives show at the highest dose activity change, negative = inhibition, hits mostly inhibitors | AID 1688, 2009; also: potency is read from the fitted curve at half-maximal effect; % is scaled to controls: 0 for no effect and ±100 for the full control effect; nearly all actives have a fitted effect of over 60% in size
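Huntingtin Q103 exon 1–GFP aggregates in induced PC12 cells (100 nM tebufenozide) were quantified by cytometry from lysates, with compounds dosed in titration.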
CBFb RUNX1 block: qHTS Assay for Compounds Blocking the Interaction Between CBF-beta and RUNX1 for the Treatment of Acute Myeloid Leukemia; Runt-related transcription factor 1 (Homo sapiens) + Core-binding factor subunit beta …; AlphaScreen CBFb-His/RUNX1-biotin binding, biochemical; Potency, µM (series often up to 59.8 µM), inactives show at the top dose activity, negative = inhibition, hits mostly inhibitors; 230,000 tested, under 10 active; also: % of control where 0% means no effect
Target sequence (Q01196 whole entry, looked up): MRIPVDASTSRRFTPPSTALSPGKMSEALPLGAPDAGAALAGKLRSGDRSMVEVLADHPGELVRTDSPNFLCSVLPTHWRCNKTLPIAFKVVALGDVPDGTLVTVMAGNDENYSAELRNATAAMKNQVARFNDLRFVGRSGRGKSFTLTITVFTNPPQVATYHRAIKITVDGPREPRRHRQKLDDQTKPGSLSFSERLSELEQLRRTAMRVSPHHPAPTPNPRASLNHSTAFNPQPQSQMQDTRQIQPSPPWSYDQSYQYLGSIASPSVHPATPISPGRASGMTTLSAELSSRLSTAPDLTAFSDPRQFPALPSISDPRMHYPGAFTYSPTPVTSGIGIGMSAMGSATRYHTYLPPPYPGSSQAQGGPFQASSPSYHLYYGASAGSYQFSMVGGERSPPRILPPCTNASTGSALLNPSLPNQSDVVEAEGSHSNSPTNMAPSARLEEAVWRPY
Target sequence (Q13951 whole entry, looked up): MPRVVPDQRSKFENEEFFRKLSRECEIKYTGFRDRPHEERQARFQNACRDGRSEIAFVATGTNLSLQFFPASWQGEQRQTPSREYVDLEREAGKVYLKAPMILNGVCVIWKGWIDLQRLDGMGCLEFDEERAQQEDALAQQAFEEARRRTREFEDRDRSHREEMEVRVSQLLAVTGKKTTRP
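CBFb-His/RUNX1-biotin, 30 nM each, preincubated 20 min RT; compound 15 min RT; Ni + streptavidin beads 50 ng each, 90 min RT; AlphaScreen read.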
L3MBTL1 block: qHTS Assay for the Inhibitors of L3MBTL1. AID 485360, 2010. 0.66% of 230,000 active. AlphaScreen L3MBTL1–H3K9me1 peptide binding. Lethal(3)malignant brain tumor-like protein 1 (Homo sapiens), Q9Y468. Potency, µM (titrated, usually from 57.1 µM), for the others: top-dose activity, negative = inhibition, most hits filed as inhibitors; also: potency is read from the fitted curve at half-maximal effect; % is scaled to controls: 0 for no effect and ±100 for the full control effect; nearly all actives have a fitted effect of over 60% in size
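L3MBTL1 50 nM + b-AHA-H3(1-15)K9me1 75 nM, 30 min RT; compound added, 30 min RT; streptavidin donor/Ni-chelate acceptor beads 10 ug/mL each final, 30 min RT dark; AlphaScreen read.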
Numbers without * were called inactive; ? = inconclusive; · = not tested or not shown; & = joins results of further samples; [ ] = another dose, or the depositor's remark. Calls follow the shape of the dose curve; as a rule, active = well fitted curve in the direction sought with a large enough effect; inconclusive = small, poorly fitted or top-dose-only effect, or another doubt; inactive = no such curve, though single readings can be large; an effect the other way counts as inactive or inconclusive.

SMILES	Luc counter	IMPase Li inh	NPSR antagonist	Epigenetic reg	HTT aggregate	CBFb RUNX1 block	L3MBTL1 block
CCOC(=O)c1cc2c(=O)n3ccccc3nc2n(Cc2ccco2)c1=NC(=O)c1ccccc1OC	1%	-5%	-22%	-1.4%&-1.3%	0%	4%	6%
CCOc1cccc2sc(N(CCCN(C)C)C(=O)c3ccc(S(=O)(=O)N(C)c4ccccc4)cc3)nc12	1%	10%	10µM*	9.5%	?	-3%	·
CCN(CC)CCN(C(=O)c1ccc([N+](=O)[O-])cc1)c1nc2ccc(OC)cc2s1	2%	-4%	-1%	-1.5%	12%	4%	·
CCCOC(=O)CSC1=C(C#N)C(c2ccc3c(c2)OCO3)CC(=O)N1 (stereo unspecified)	-3%	-1%[38.3 µM]	8%[7.67 µM]	0.9%	-7%	-3%	-3%
NCCCSC1=NCCCN1	1%	-3%[38.3 µM]	-1%[46.1 µM]	11%	14%	3%	·
COc1cc2c3c(c1)-c1c(sn(-c4cc(OC)ccc4OC)c1=S)C(C)(C)N3C(=O)C2=O	-2%	4%[38.3 µM]	?	-0.9%	0%	-10%	-5%
O=C(O)CCC(=O)N1CCc2cc(S(=O)(=O)N3CCCCC3)ccc21	-3%	2%[38.3 µM]	-8%[46.1 µM]	-0.9%	3%	-2%	2%
CN(C1=NC(=O)CS1)c1ccc(O)cc1	·	·	6%	0.0%	9%[9.22 µM]	1%	4%
O=C(O)CN(CCOCCOCCN(CC(=O)O)CC(=O)O)CC(=O)O	0%	-2%	2%[46.1 µM]	2.3%	17%	-8%	·
C1CCC2(CC1)C1=C(CCCC1)Nc1nnnn12	-2%	4%[38.3 µM]	-15%[46.1 µM]	-5.7%	-3%	11%	-2%
CC(=O)CCc1c(C)[nH]c2ccc(NC(C)=O)cc2c1=O	12%	0%[38.3 µM]	-10%[46.1 µM]	1.0%	0%	-1%	2%
Cc1cc(C(=O)C(=O)O)c(C)n1-c1ccc(Cl)cc1	0%	-2%	-15%	2.3%	12%	-1%	-10%
Cc1cc(C)n(-c2ccc(C(=O)OCn3nnc4ccccc4c3=O)cc2)n1	-3%	16%[38.3 µM]	?	-0.8%	6%	0%	-2%
Cc1nc(CSc2nc3[nH]ncc3c(=O)n2-c2ccccc2)cs1	4%	16%[38.3 µM]	-14%[46.1 µM]	1.1%	10%	-6%	0%
CSc1ccccc1C(=O)NCC1CCCO1 (stereo unspecified)	0%	8%[38.3 µM]	22%[46.1 µM]	1.4%	14%	0%	·
COc1ccc(OC)c(C2=Nn3c(nnc3-c3ccco3)SC2)c1	-1%	5%[38.3 µM]	?	-2.3%	-7%	0%	2%
COc1ccc2nc(NC(=O)c3ccc(-c4cccc([N+](=O)[O-])c4)o3)sc2c1	-3%	8%	32%	0.0%	0%	-2%	1%
COc1ccc(CCNC(=O)Cn2cccc2C(=O)c2ccccc2C)cc1OC	0%	1%	-1%	-1.1%	-7%	3%	-1%
O=C(COc1ccccc1)N/N=C/c1cc2c(cc1[N+](=O)[O-])OCO2	-2%	19%[38.3 µM]	-24%[46.1 µM]	-0.1%	29%	-6%	·
Cc1c([N+](=O)[O-])ccc(S(=O)(=O)N2CCC(C(N)=O)CC2)c1C	-3%	0%	17%	-2.5%	-10%	10%	7%
O=C(COc1ccc(Br)cc1)Nc1ccccc1N1CCCC1	1%	23%	-51%	-0.2%	22%	2%	-2%
COc1ccc2nc(N3CCCCC3)c(C#N)cc2c1	-3%	-9%[38.3 µM]	22%[46.1 µM]	-0.7%	-20%	?	227%[activator]
CCc1ccc2nc(N3CCN(C)CC3)c(C#N)cc2c1	-4%	-2%[38.3 µM]	1%[46.1 µM]	-1.1%	11%	14%	0%
c1ccc(CSc2nnc3c(n2)OC(c2ccco2)Nc2ccccc2-3)cc1 (stereo unspecified)	-3%	52%[activator][38.3 µM]	-10%[46.1 µM]	0.0%	18%	-15%	-7%[11.4 µM]
CCCOc1c(Br)cc(/C=N/O)cc1OC	1%	-1%[38.3 µM]	5%[46.1 µM]	1.4%	?	6%	·
C=C1CCC2[C@](C)(CO)[C@H](O)CC[C@@]2(C)[C@@H]1C/C=C1/C(=O)OC[C@H]1O (stereo partly specified)	1%	10%	·	0.8%	·	-3%	·
CC(C)Oc1ncnc2c1[nH]c1ccccc12	·	·	7%	1.6%	-11%[9.22 µM]	2%	7%
CCOC(=O)C(NC(=O)c1cccc(Cl)c1)(Nc1nnc(C)s1)C(F)(F)F (stereo unspecified)	4%	-1%	6%	0.2%	16%	13%	5%
CCCS(=O)(=O)c1c(S(=O)(=O)CCC)c2c(N)cccn2c1C(=O)c1ccc(Br)cc1	0%	1%	-29%[46.1 µM]	-0.3%	2%	-24%	-7%
COc1ccc(/C=C\C(=O)CC(O)(c2ccccc2)C(F)(F)F)cc1 (stereo unspecified)	-4%	12%[38.3 µM]	-15%[46.1 µM]	-0.2%	3%	-2%	·
COc1ccc(OC2C(=O)N(Cc3ccc(F)cc3)C2c2cc(OC)c(OC)c(OC)c2)cc1 (stereo unspecified)	·	·	-21%[46.1 µM]	0.0%	-9%	-8%	-3%
CCOCCCNC(=O)c1ccc2c(=O)n(Cc3ccc4c(c3)OCO4)c(=S)[nH]c2c1	-2%	?	-7%	0.0%	14%	2%	-13%
Cc1ccc(C(C#N)c2ccc(Cl)nn2)cc1 (stereo unspecified)	1%	6%	-4%	-0.5%	-19%	-3%	12%
Cc1nnc(C)n1/N=C/c1ccc(-c2ccccc2)cc1	3%	7%[38.3 µM]	2%[46.1 µM]	-3.2%	4%	3%	47%[activator]
COc1ccc(OCC(=O)NNc2c3ccccc3nc3ccccc23)cc1	4%	78%[activator][38.3 µM]	?	3.6%	11µM*	-14%	-13%
COc1ccc(-c2cc(-c3ccccc3)nc(=O)[nH]2)cc1	·	·	-4%	2.8%	35%[9.22 µM]	4%	·
COc1ccc2[nH]c(C(=O)NCCc3ccccc3)cc2c1	·	·	52%	2.1%	6%[9.22 µM]	-6%	3%
CCOC(=O)c1ccc(-n2c(C)nc3c(cnn3-c3ccccc3C)c2=O)cc1	3%	14%[38.3 µM]	3%[46.1 µM]	-0.8%	-9%	18%	1%
Cc1cc(NC(=O)COC(=O)CCNS(=O)(=O)c2cccc(C(F)(F)F)c2)no1	3%	2%	9%	4.1%	21%[9.22 µM]	3%	-9%
CCOc1cc(NC(=O)c2ccccn2)c(OCC)cc1NC(=O)c1cccc(C)c1	-2%	10%	-23%	1.1%	9%	1%	7%
FC(F)(F)c1ccc(-c2noc(CN3CCCN(C4CCCCC4)CC3)n2)cc1	3%	17%	-4%	-1.5%	-9%	-6%	-10%
CCn1c(SCC(=O)NCc2ccc3c(c2)OCO3)nnc1-c1c[nH]c2ccccc12	12%	4%	-10%	-2.0%	-9%	0%	1%[11.4 µM]
O=C(O)CN(c1ccccc1)S(=O)(=O)c1cc(C(F)(F)F)cc(C(F)(F)F)c1	-2%	6%	1%	-1.4%	7%	3%	?
Cn1ncc(Cl)c1C(=O)NCc1ccc(Cl)cc1	1%	4%	27%	-0.1%	-24%	-6%	7%
Cc1ccc(S(=O)(=O)/C=C/c2ccccc2)cc1	-1%	4%	-3%	0.0%	6%	15%	11%

Reprinted from the part before: 3 entries; new compounds follow.
SMILES	Luc counter	IMPase Li inh	NPSR antagonist	Epigenetic reg	HTT aggregate	CBFb RUNX1 block	L3MBTL1 block
O=C(O)CN(c1ccccc1)S(=O)(=O)c1cc(C(F)(F)F)cc(C(F)(F)F)c1	-2%	6%	1%	-1.4%	7%	3%	?
Cn1ncc(Cl)c1C(=O)NCc1ccc(Cl)cc1	1%	4%	27%	-0.1%	-24%	-6%	7%
Cc1ccc(S(=O)(=O)/C=C/c2ccccc2)cc1	-1%	4%	-3%	0.0%	6%	15%	11%
CCOC(=O)C1CCN(S(=O)(=O)c2ccc(NC(C)=O)c(Cl)c2)CC1	·	·	7%	0.0%	-5%[9.22 µM]	5%	1%
S=c1[nH]c(-c2ccccc2)cn1/N=C/c1ccncc1	·	·	58%	-0.3%	0%[9.22 µM]	2%	-9%
N#Cc1ccc(NC(=O)c2cc(=O)c3ccccc3o2)cc1	-1%	-9%	-6%	-2.7%	3%	-2%	16%
Cc1cccc(N2CCN(C(=S)NC3CCCCC3)CC2)c1C	·	·	11%	1.5%	14%[9.22 µM]	15%	·
O=C(Nc1ccc(N2CCCCC2)c(Cl)c1)c1ccc(N2CCOCC2)c([N+](=O)[O-])c1	1%	15%[38.3 µM]	-13%[46.1 µM]	-2.0%	11µM*	1%	-11%
CCN(CC)S(=O)(=O)c1ccc(N2CCN(CCO)CC2)nc1	1%	-2%	10%	-0.7%	-3%	8%	10%
Cc1cc(NC(=O)CSc2nc3ccccc3c(=O)n2CCCC(=O)NCc2ccccc2)n[nH]1	0%	8%[38.3 µM]	-8%[46.1 µM]	0.0%	20%	-6%	-3%
FC(F)(F)c1cnc(Sc2nnc(-c3cccs3)n2CC2CCCO2)c(Cl)c1 (stereo unspecified)	-3%	27%[38.3 µM]	-20%[46.1 µM]	11%	11%	2%	·
CCOC(=O)c1c(C)[nH]c(C)c1C(=O)COC(=O)c1ccc(S(=O)(=O)N(CC)CC)cc1	-1%	7%[38.3 µM]	-24%[46.1 µM]	-1.2%	16%	-7%	-9%
Cc1cc(C)c(NC(=O)CSc2nc3ccc(N4C(=O)c5ccccc5C4=O)cc3s2)c(C)c1	2%	-10%	10%	1.6%	-8%	4%	·
Cc1ccc(S(=O)(=O)N2CCN(C(=O)Cc3ccccc3)CC2)cc1	-1%	44%[activator][38.3 µM]	-6%[46.1 µM]	?	1%	4%	·
N#Cc1ccc(S(=O)(=O)N2CCCN(c3ccc(C(F)(F)F)cn3)CC2)cc1	·	·	22%	-2.1%	15%[9.22 µM]	2%	18%
CCNC(=O)c1cc2c(=O)n3cccc(C)c3nc2n(CCc2ccccc2)c1=N	1%	10%[38.3 µM]	2%[46.1 µM]	0.9%	14%	-3%	-2%

Not all compounds are listed; count on the stated rates, not on these rows.
